KLF5 inhibitor – KLF5 expression inhibitors, primary screen, DLD-1 cells, luminescence. 290,000 compounds, 0.23% hits. inhibition, % at 5 µM. DLD-1 KLF5 promoter-luciferase reporter;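 active means inhibition above a per-plate limit of that plate's mean compound inhibition plus 3 SD, cut at about 60% in these data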;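 further: 0% = DMSO wells and 100% = LY294002 at 200 µM; higher means less KLF5 promoter-driven luciferase light; inactives centre near -14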
IEC-6 cytotox – cytotoxicity in IEC-6 intestinal epithelial cells, primary screen, cytotoxicity control for KLF5 inhibitor project, cell-based, luminescence. IEC-6 cytotoxicity, luminescence viability. inhibition, % at 5 µM. 290,000 compounds, 0.78% hits. AID 1825, 2009; in the data active means inhibition above about 22%;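 further: 0% = plate median of test compound wells and 100% = cytotoxic reference compound wells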
aSyn UTR inh – MLPCN primary screen, SNCA 5' untranslated region | inhibition, % (tested at 7.5 µM) | 300,000 compounds, 0.82% hits | alpha-synuclein 5'UTR reporter, inhibitor activity; in the data active means inhibition above about 60%; inconclusive means no clear call, values can overlap the other calls;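 further: H4 neuroglioblastoma cells stably carrying SNCA 5'UTR luciferase fusion; 0% = DMSO wells and 100% = positive control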
GSK3 alpha inh – blockers of GSK3A enzyme activity – biochemical, luminescence, cell-free homogeneous, HTS, primary screen; Glycogen synthase kinase-3 alpha (Homo sapiens), P49840; GSK-3 alpha kinase, ADP-Glo luminescence, 60 min; inhibition, % at 10 µM; 320,000 compounds, 0.1% hits; AID 2650, 2010;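 in the data active means inhibition above about 50%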;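 further: GST-tagged GSK-3 alpha with peptide substrate and 25 µM ATP; 0% = DMSO neutral wells and 100% = GW8510 positive control wells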
Target sequence (P49840 whole entry, looked up): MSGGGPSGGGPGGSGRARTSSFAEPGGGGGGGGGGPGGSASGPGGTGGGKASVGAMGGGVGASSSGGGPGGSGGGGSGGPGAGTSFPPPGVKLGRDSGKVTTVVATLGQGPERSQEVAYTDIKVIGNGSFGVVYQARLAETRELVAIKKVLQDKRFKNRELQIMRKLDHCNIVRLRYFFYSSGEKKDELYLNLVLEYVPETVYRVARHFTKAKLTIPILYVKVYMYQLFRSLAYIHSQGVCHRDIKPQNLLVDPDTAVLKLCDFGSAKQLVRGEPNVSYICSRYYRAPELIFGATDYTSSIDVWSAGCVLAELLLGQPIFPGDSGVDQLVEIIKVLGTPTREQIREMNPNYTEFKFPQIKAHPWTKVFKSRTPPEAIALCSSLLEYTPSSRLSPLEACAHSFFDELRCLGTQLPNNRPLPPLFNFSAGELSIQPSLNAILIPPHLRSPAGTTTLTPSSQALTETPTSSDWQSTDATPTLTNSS
HSF1 activator – HSF-1 activators, primary screen, NIH3T3-HGL cells, MG132 stress, luminescence, single point; NIH3T3-HGL HSF-1 luciferase reporter, 8 h; 100% = twice DMSO control signal; activation, % at 9 µM; 300,000 compounds, 1.7% hits;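 active means mean replicate activation of at least 50% with a set share of replicates each reaching 50%; inconclusive means only one of those two conditions met; inactive means mean below 50% and too few replicates reaching it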;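 further: 0% = median of the neutral control wells and 100% = twice that signal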
Platelet DG rel – inhibitors of platelet dense granule secretion, primary screen, cell-based, MLPCN, human platelets; 300,000 compounds, 0.22% hits; human platelet-rich plasma, SFLLRN dense granule ATP release, luminescence; AID 1663, 2009; inhibition, %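 (compounds screened at 7.5 µM in platelet-rich plasma)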;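 active means mean replicate score, as percent of positive control, at or above 50; inconclusive means mean below 50 but at least one replicate at or above 50; inactive means mean and every replicate below 50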
Dyrk1A ADPGlo – rat Dyrk1A kinase inhibitors, primary screen, biochemical, single point, plate reader | 310,000 compounds, 0.43% hits | inhibition, % at 12.5 µM | ADP-Glo luminescence, NFATc1 peptide | AID 504441, 2011 | Dual specificity tyrosine-phosphorylation-regulated kinase 1A (Rattus norvegicus), Q63470; in the data active means inhibition above about 50%;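 further: plate controls were vehicle with enzyme for no effect and no enzyme for full effect; many of its hits are not listed in these tables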
HSP90 inh – HSP90 inhibitors, primary screen, cell lysate, luminescence | 290,000 compounds, 0.91% hits | Rabbit reticulocyte lysate, luciferase refolding luminescence, 3 h | inhibition, % at 5.6 µM | Heat shock protein HSP 90 (rabbit reticulocyte lysate; luciferase refolding) | AID 1789, 2009;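 active means inhibition above the screen-wide mean plus 3 SD, computed separately per campaign, cut at about 16% in these data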;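 further: 0% = DMSO wells and 100% = 60 µM geldanamycin wells; inhibitors lower the luminescence because luciferase stays unfolded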
GSK3B inh – human GSK3beta kinase inhibitors, primary screen, biochemical, cell-free homogeneous, HTS; activity score (negative = inhibition), % at 10 µM; Glycogen synthase kinase-3 beta (Homo sapiens), P49841; AID 2097, 2009; 300,000 compounds, 0.038% hits; GST-GSK3beta kinase, ADP-Glo luminescence, 60 min; hits give low values;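 active means more than half of replicate wells score below -50%, meaning over 50% inhibition versus plate controls; inconclusive means some replicates but at most half score below -50%; inactive means no replicate scores below -50%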;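 further: 0% = median DMSO wells and -100% = median GW8510 positive control wells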
Target sequence (P49841 whole entry, looked up): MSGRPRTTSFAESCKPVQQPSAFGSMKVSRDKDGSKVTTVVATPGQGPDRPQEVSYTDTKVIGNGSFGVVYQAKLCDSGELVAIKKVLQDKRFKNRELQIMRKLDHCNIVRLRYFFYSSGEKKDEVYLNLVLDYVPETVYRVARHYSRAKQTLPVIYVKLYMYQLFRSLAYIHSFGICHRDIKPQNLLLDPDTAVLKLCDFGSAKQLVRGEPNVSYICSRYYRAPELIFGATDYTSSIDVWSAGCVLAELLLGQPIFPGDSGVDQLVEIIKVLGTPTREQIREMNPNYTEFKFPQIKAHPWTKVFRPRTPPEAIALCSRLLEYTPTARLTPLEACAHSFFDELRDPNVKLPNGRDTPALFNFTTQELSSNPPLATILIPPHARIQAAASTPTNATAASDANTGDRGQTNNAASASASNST
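test system = GST-tagged human GSK3beta kinase, cell-free | reagent = 25 µM ATP with peptide substrate | dosing = one dose of 10 µM per compound | schedule = 60 min reaction, RT | detection = luminescent ADP-Glo measurement of ADP formed | control set = DMSO neutral wells and GW8510 at 20 µM as positive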
HSF1 inhib – HSF1 inhibitors in luciferase reporter cells, primary screen, cell-based, NIH3T3, luminescence. NIH3T3-HGL HSE-luciferase, MG132-induced, luminescence 8 h; hits give low values. activity change, negative = inhibition, % at 7.5 µM (by protocol). 300,000 compounds, 0.77% hits;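 active means more than half of replicate wells show activity change below -50%, luminescence cut by over half; inconclusive means some wells, but at most half, below -50%; inactive means no replicate well below -50%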;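 further: luciferase reports HSF-1 transcriptional activity via heat shock element; 0% = median of DMSO wells and -100% = zero luminescence signal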
* = called active by the depositor; ? = inconclusive; nt = no result given. A portion of the library; the hit share may differ from the screen's.

SMILES	KLF5 inhibitor	IEC-6 cytotox	aSyn UTR inh	GSK3 alpha inh	HSF1 activator	Platelet DG rel	Dyrk1A ADPGlo	HSP90 inh	GSK3B inh	HSF1 inhib
COc1ccc(-c2nc(CS(=O)CC(=O)NCc3cccnc3)c(C)o2)cc1OC (stereo not drawn)	-12	3	11	0	21	-2	1	1	-8	5
CC(C)COc1ccc(C(=O)Nc2sc3c(c2C(=O)O)CC(C)(C)OC3)cc1	12	3	63*	-5	-2	-1	-1	1	0	-4
Cc1ccc(S(=O)(=O)N2c3ccccc3NC(=O)CC2C)cc1 (stereo not drawn)	-25	1	14	-2	-7	-2	-4	4	2	-6
O=C(Nc1cccc(-c2nn[nH]n2)c1)c1ccc(Cl)s1	-28	-1	-3	9	23	1	76*	-1	-12	10
CC(Oc1ccc(Cl)cc1Cl)C(=O)N(Cc1ccco1)C1CCS(=O)(=O)C1 (stereo not drawn)	-30	-6	8	-2	31	1	-2	1	-2	7
COc1ccccc1C(=O)COC(=O)CNS(=O)(=O)c1ccc(NC(C)=O)cc1	2	2	10	8	-2	6	-7	1	-1	-7
CCOc1cc(C(=O)NC(C)c2ccncc2)cc(OCC)c1OCC (stereo not drawn)	-13	-1	17	-1	-8	7	4	-3	-1	0
CC1CCCCN1CCNC(=O)c1cc2c(-c3ccccc3F)nn(C)c2s1 (stereo not drawn)	-92	4	-42	2	13	-10	9	1	1	3
O=C(Nc1ccccn1)c1cc2ccccc2cc1O	-162	6	-104	-1	27	-2	-4	1	-1	24
CC(C)Oc1ccc(C2NC(=O)c3ccccc3O2)cc1 (stereo not drawn)	-18	-5	-12	-1	15	-7	12	1	-2	23
CC(C)CCNC(=O)C1CCC(=O)N1C(C)C (stereo not drawn)	-32	2	12	-1	-7	-5	4	1	5	-4
CCCC1c2ccsc2CCN1C(=S)NC (stereo not drawn)	-7	1	12	0	2	-8	14	0	3	-11
CCCCOC(=O)NC1CCS(=O)(=O)C1 (stereo not drawn)	-26	2	-2	-4	34	-6	-1	-1	2	5
CN(C)CCCN(C(=O)c1ccc(C(=O)c2ccccc2)cc1)c1nc2c(F)cccc2s1	-18	7	-15	0	22	-5	-2	-1	-25	3
COc1ccccc1N(CC(=O)NCc1ccccc1)S(C)(=O)=O	-23	1	14	0	18	0	3	-1	4	4
O=C(COC(=O)/C=C/c1ccc(Br)o1)Nc1ccccc1F	-22	-7	5	-1	43	-5	nt	-1	-5	40
CCOc1ccccc1CNCCN1CCOCC1	-11	-8	3	-7	58*	8	1	-2	-3	14
COCCN(C(=S)Nc1ccc(OC)c(Cl)c1)C1CCN(C(C)C)CC1	7	3	-20	-1	5	-4	nt	2	-24	3
COc1cc(C(=O)OCC(=O)Nc2cc(C)on2)ccc1OCc1ccccc1Cl	-19	-8	-111	0	-9	-7	-4	-2	-1	1
CN1CCc2c(sc3nc(NCCO)n(-c4cccc(Cl)c4)c(=O)c23)C1	-20	-3	1	-2	-1	9	-4	-3	0	-7
COC(=O)c1sccc1NC(=O)Nc1ccccc1OC	-6	3	7	0	2	9	4	1	2	-1
O=C(NCc1cccnc1)/C(=C\c1ccc(-c2ccc(Br)cc2)o1)S(=O)(=O)c1ccccc1	3	3	-138	-1	39	10	4	7	0	22
CCCCc1nc(SCC(=O)Nc2cc(C)on2)n[nH]1	-41	-3	1	-1	-10	4	-1	-1	2	0
O=S(=O)(c1ccccc1C(F)(F)F)N1C=CC(C(F)(F)F)=NCC1	1	-4	nt	nt	nt	nt	nt	2	2	nt
Cc1cccc(NC(=O)c2cccc(S(=O)(=O)NCc3ccccc3)c2)n1	nt	nt	-7	-1	5	3	-4	nt	-5	1
N#Cc1c(CSCC(=O)O)cc(=O)n2c1[nH]c1ccccc12	-13	-7	-1	3	8	-21	1	-4	1	-3
CCCCOc1ccc(-c2cn3ccccc3n2)cc1[N+](=O)[O-]	-39	5	-129	0	63*	18	0	0	2	37
O=S(=O)(c1cc(Cl)sc1Cl)N1CCCC1	-19	-2	nt	-2	nt	nt	0	3	2	nt
O=C1NC(=Nc2ccccc2)CS1	-13	1	10	0	34	-2	3	-3	0	4
COc1ccc(C2=NN(CN3C(=O)C(=O)c4ccccc43)C(c3ccc(OC)cc3)C2)cc1 (stereo not drawn)	-18	8	-182	-4	?	-4	2	3	2	20
Cc1ccc(C)c(NC(=S)c2ccc3ccccc3n2)c1	-1	3	-288	-1	44	7	-6	-6	1	24
CC(=O)Nc1ccc(Oc2nc(C)cc(C)n2)cc1	-19	-4	-15	1	-13	-8	-2	-2	2	2
COC(=O)/C(C#N)=C\c1c(OC)[nH]c2ccccc12	-27	0	7	0	8	11	6	-2	2	-3
COCCCn1c(SCc2nnc(-c3ccccc3)o2)nc2sc3c(c2c1=O)CCC3	-1	4	-4	-3	-5	4	9	0	1	18
CCOC(=O)c1[nH]c(C)c(C(=O)OC)c1C	-52	-8	-9	-2	-2	5	-5	3	1	-5
O=C(NC(=S)N1CCCC1)c1ccc(Cl)cc1	-32	0	-22	-3	23	0	0	0	1	1

Nine structures from above, sorted by number of heavy atoms, ascending.
SMILES	KLF5 inhibitor	IEC-6 cytotox	aSyn UTR inh	GSK3 alpha inh	HSF1 activator	Platelet DG rel	Dyrk1A ADPGlo	HSP90 inh	GSK3B inh	HSF1 inhib
O=S(=O)(c1cc(Cl)sc1Cl)N1CCCC1	-19	-2	nt	-2	nt	nt	0	3	2	nt
COC(=O)/C(C#N)=C\c1c(OC)[nH]c2ccccc12	-27	0	7	0	8	11	6	-2	2	-3
CCCCc1nc(SCC(=O)Nc2cc(C)on2)n[nH]1	-41	-3	1	-1	-10	4	-1	-1	2	0
CC(C)Oc1ccc(C2NC(=O)c3ccccc3O2)cc1 (stereo not drawn)	-18	-5	-12	-1	15	-7	12	1	-2	23
N#Cc1c(CSCC(=O)O)cc(=O)n2c1[nH]c1ccccc12	-13	-7	-1	3	8	-21	1	-4	1	-3
CCCCOc1ccc(-c2cn3ccccc3n2)cc1[N+](=O)[O-]	-39	5	-129	0	63*	18	0	0	2	37
O=S(=O)(c1ccccc1C(F)(F)F)N1C=CC(C(F)(F)F)=NCC1	1	-4	nt	nt	nt	nt	nt	2	2	nt
COc1ccc(-c2nc(CS(=O)CC(=O)NCc3cccnc3)c(C)o2)cc1OC (stereo not drawn)	-12	3	11	0	21	-2	1	1	-8	5
COc1ccc(C2=NN(CN3C(=O)C(=O)c4ccccc43)C(c3ccc(OC)cc3)C2)cc1 (stereo not drawn)	-18	8	-182	-4	?	-4	2	3	2	20

(further entries)
SMILES	KLF5 inhibitor	IEC-6 cytotox	aSyn UTR inh	GSK3 alpha inh	HSF1 activator	Platelet DG rel	Dyrk1A ADPGlo	HSP90 inh	GSK3B inh	HSF1 inhib
C/C(=N\Nc1nc(N2CCCCCC2)nc(N2CCCCCC2)n1)c1ccccc1	-6	-5	30	3	8	-1	-1	-2	-1	2
COc1cccc(NC(=O)N2CCC(C(=O)Nc3ccc(C)cc3C)CC2)c1	0	-1	38	-1	15	-2	11	2	4	3
CCOC(=O)C1=C(C)N(C)C(=O)NC1c1cccc([N+](=O)[O-])c1 (stereo not drawn)	nt	nt	6	1	14	4	-3	nt	-2	-2
CCC(CC)C1C(C#N)=C(N)SC(N)=C1C#N	-28	-6	-5	2	20	-7	2	2	0	5
COCCOC(=O)C1=C(C)NC(=O)NC1c1ccc(-c2ccc(F)cc2)o1 (stereo not drawn)	-3	2	16	-1	24	10	0	-1	1	11
Cc1c(CCC(=O)O)c(=O)oc2cc3occ(-c4ccccc4)c3cc12	-21	0	25	11	-12	0	14	4	1	-11
COc1ccc2cc(C(=O)NCCc3ccccc3)[nH]c2c1	-87	-4	-172	0	17	-2	6	-3	0	9
CCOC(=O)c1cc(CC)sc1NC(=O)CN1C(=O)C(=O)N(CC(C)C)C1=O	nt	nt	-9	8	15	-1	-7	nt	1	1
CC1=C(C#N)S(=O)(=O)C(C#N)C(c2ccccc2)C1 (stereo not drawn)	-37	1	0	-6	4	-16	nt	1	-1	-1
CCc1cc(=O)oc2cc(C)cc(OCC(=O)NC3CCN(Cc4ccccc4)CC3)c12	-31	-3	17	7	10	13	20	-5	-4	0
CSc1nnc(-c2ccco2)c(-c2ccco2)n1	-15	-16	11	2	20	11	4	1	-1	7
CC(=O)Nc1ccc(NC(=O)CCC(=O)Oc2ccc(C)cc2)cc1	-17	-2	5	-1	-16	-1	-4	1	-1	-12
Cc1ccc2oc(Nc3nc(C)cc(C)n3)nc2c1	-172	-1	-163	0	-2	1	1	-3	3	2
COc1ccc(NC(=O)CCN2CCN(S(=O)(=O)c3ccc(Cl)cc3)CC2)cc1	-16	1	-18	0	4	7	nt	-1	0	-6
CCOc1ccc(N=Cc2c(O)n(-c3cccc(C)n3)c(=O)c3ccccc23)cc1	-3	-3	36	-1	8	-11	-24	8	-1	-1
CCCNC(=S)N1CCN(c2nc(C)nc3sc4c(c23)CCCC4)CC1	5	3	-2	-2	5	7	4	5	2	-3
Cc1ccc(OCCNc2cc(N3CCN(CCO)CC3)ccc2[N+](=O)[O-])cc1C	-1	-3	-23	-1	25	7	-2	-1	-12	29
Cc1cccc(/C(N)=N/OC(=O)CCc2ccccc2)c1	-1	0	-157	1	26	1	nt	-3	0	9
CCN1CCN(c2cc(C)c3cc(NC(=O)CCC(=O)N4CCN(c5ccccc5OC)CC4)ccc3n2)CC1	-15	-4	-62	-2	-1	-17	1	0	0	-4
CCn1c(=O)c(C(=O)NNS(=O)(=O)c2ccc(C)cc2)c(O)c2ccccc21	-14	-3	6	-1	20	-13	2	-1	0	2

From PubChem
